Assay outcomes: PubChem BioAssay, National Center for Advancing Translational Sciences (NCATS)
USP2a block – inhibitors of human ubiquitin-specific protease USP2a; O75604; USP2 core, Ub-CHOP2 coupled fluorogenic reporter, 485/531; Potency, µM (series often up to 38.3 µM), without a hit: at the top dose activity change, negative = inhibition, most hits filed as inhibitors; 330,000 tested, 0.01% active; AID 463254;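 note: potency is the fitted concentration of half-maximal effect; plate controls were DMSO wells for no effect and full inhibition by NEM control for full effect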
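Deubiquitinase activity read as fluorescence (485/531 nm) after Ub-CHOP2 cleavage activates the enterokinase reporter on its substrate; USP2 core 10nM, Ub-CHOP2 and substrate 25nM each, 30min compound preincubation then 60min RT; data normalized to NEM, curves fitted.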
hERG WT inh – inhibitors of human wildtype KCNH2 potassium channel; 340,000 tested, 0.37% active; Q12809; activity change, % at 1.84 µM; U2OS, BacMam KCNH2, thallium flux FluxOr; hits give low values;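 active = maximum activity change below -70%; inconclusive = maximum activity change between -70% and -50%; inactive = maximum activity change above -50%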; note: % is set by controls: 0 for no effect and ±100 for the full control effect
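U2OS cells transduced with wild-type KCNH2 virus are loaded with FluxOr dye for 45 min, and thallium flux is measured in kinetic reads before and after stimulation buffer. Rate constants are normalized to DMSO controls.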
MLL CXXC-DNA inh – MLL CXXC-DNA interaction inhibition; Q03164; Potency, µM (top dose mostly 115 µM), for inactives: at the top dose activity change, negative = inhibition, hits mostly inhibitors; MLL-CXXC / FITC-HOXA9 DNA fluorescence polarization; 290,000 tested, 0.037% active; AID 2662; active = well fitted inhibition curve with a large enough effect in the polarisation, with a control signal flat, not every such curve was filed as active; inconclusive = small, poorly fitted or top-dose-only effect, or effect the other way, or a change in a side signal; inactive = no such curve, though single readings can be large or run the other way; the % refers to the polarisation; note: potency is the fitted concentration of half-maximal effect
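Purified MLL-CXXC (added from a 7 uM solution) was preincubated 5 min at ambient with pinned compounds in 50 mM Tris-HCl pH 7.5, 50 mM NaCl, 1 mM DTT, 0.05% BSA. Fluorescein-labeled HOX-A9 DNA (50 nM solution) followed, 30 min, then polarization read.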
TRPV1 agonist – activates the human vanilloid receptor TRPV1; AID 540275; activation, % at 8.33 µM; 320,000 tested, 0.19% active; Q8NER1; TRPV1-expressing cells, Fluo-8 calcium influx, agonist mode; in the data active = activation above about 80%; inconclusive = between about 30% and that limit; note: 0% is about no effect
Target sequence (Q8NER1 whole entry, looked up): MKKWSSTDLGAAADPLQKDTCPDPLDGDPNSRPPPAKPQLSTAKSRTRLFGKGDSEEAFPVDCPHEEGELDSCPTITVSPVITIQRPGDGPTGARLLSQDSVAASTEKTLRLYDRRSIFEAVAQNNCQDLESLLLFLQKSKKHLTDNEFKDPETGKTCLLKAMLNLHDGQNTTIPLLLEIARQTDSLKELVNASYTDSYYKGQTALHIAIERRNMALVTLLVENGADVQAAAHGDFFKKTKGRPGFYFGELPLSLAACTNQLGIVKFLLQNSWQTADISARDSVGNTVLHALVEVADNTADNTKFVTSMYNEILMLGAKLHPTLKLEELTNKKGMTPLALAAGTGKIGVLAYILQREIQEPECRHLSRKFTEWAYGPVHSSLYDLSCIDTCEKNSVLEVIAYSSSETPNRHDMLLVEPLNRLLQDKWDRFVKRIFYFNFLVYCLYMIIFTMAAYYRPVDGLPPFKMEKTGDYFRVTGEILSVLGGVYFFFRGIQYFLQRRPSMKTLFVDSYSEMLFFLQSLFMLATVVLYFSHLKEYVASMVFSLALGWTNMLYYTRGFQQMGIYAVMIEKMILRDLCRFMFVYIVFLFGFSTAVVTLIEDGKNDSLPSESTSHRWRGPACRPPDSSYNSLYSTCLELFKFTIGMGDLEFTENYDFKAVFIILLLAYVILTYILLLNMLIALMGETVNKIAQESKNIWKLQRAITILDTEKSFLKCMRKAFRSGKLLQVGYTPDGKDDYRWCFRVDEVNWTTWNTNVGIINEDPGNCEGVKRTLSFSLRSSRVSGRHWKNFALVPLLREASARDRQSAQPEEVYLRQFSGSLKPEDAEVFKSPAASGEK
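Cells expressing TRPV1 were dye-loaded with Fluo-8 and read kinetically: 10 s baseline, 3 min after compound (agonist portion), then 2 min after EC20 capsaicin (allosteric enhancer portion). Calcium-bound dye fluorescence at 480/520 nm.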
Menin MLL FP TR – inhibitors of human menin-MLL interaction, mutant MLL peptide. AID 1768. Menin + Texas Red MLL mutant peptide, fluorescence polarization. O00255. 270,000 tested, 0.23% active. Potency, µM (highest dose often 61.6 µM), for the others: top-dose FP activity change, negative = inhibition, actives largely listed as inhibitors; active = well fitted inhibition curve with a large enough effect in the polarisation, with a control signal flat, not every such curve was filed as active; inconclusive = small, poorly fitted or top-dose-only effect, or effect the other way, or a change in a side signal; inactive = no such curve, though single readings can be large or run the other way; the % refers to the polarisation; note: potency is the fitted concentration of half-maximal effect; % of control where 0% means no effect; many of its hits are not listed in these tables
KCNH2 3.1 block – KCNH2 3.1 (human) potassium channel inhibition; U2OS KCNH2 3.1, thallium flux FluxOr; hits give low values; activity change, % (tested at about 1.8 µM); 340,000 tested, 0.95% active;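 active = maximum activity change below -70%; inconclusive = maximum activity change from -70% to -50%; inactive = maximum activity change above -50%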;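 note: thallium influx rate constant from kinetic fluorescence after stimulation buffer; % is set by controls: 0 for no effect and ±100 for the full control effect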
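Normalized rate constant (relative to positive and negative DMSO controls) derived from a 2 min kinetic fluorescence read after stimulation; U2OS cells expressing the 3.1 isoform via virus at 1.77 x 10^8 /mL.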
Coupling enz – coupling enzyme interference in Giardia aldolase counter-screen | coupling enzyme system counterscreen, AmpLite Red fluorescence | activity change, negative = inhibition, % at 58.2 µM, hits read low | 290,000 tested, 0.67% active | AID 2472; in the data active = activity change below about -30%; note: % is set by controls: 0 for no effect and ±100 for the full control effect
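Counterscreen lacking aldolase: glyceraldehyde-3-phosphate coupling-enzyme reagent preincubated 10 min at RT with compound (at 57.5 uM final), then substrate/coupling system with AmpLite Red added; fluorescence read at 525/598 nm after 20 min RT.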
GALK inhibitor – inhibitors of human galactokinase | P51570 | Purified GALK, Kinase-Glo residual ATP luminescence | Potency, µM (titrated, usually from 57.5 µM), for the others: at the top dose activity change, negative = inhibition, hits mostly inhibitors | 270,000 tested, 0.007% active | AID 1868; note: potency is the fitted concentration of half-maximal effect; % is set by controls: 0 for no effect and ±100 for the full control effect
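GALK at 5 nM final was combined with compound, 35 uM ATP and 100 uM galactose in HEPES pH8.0 with MgCl2 and DTT. The reaction ran one hour at room temperature before luminescent ATP detection.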
Giardia killer – kills Giardia lamblia. Giardia lamblia trophozoite viability. activity change, % at 7.66 µM, hits read low. 340,000 tested, 0.15% active. AID 540267; in the data active = activity change below about -80%; inconclusive = between about -30% and that limit;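 note: parasites exposed to compound for two days anaerobically before the ATP read; % is set by controls: 0 for no effect and ±100 for the full control effect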
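Media and compound were dispensed first, then trophozoites at 100 cells/well; plates sat 48 hrs at 37 deg C without oxygen before ATP luminescence reagent was added and read after 15-30 min at room temperature.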
B2AR arrestin – agonists driving beta-arrestin recruitment to human beta2-adrenergic receptor; Potency, µM (titrated, usually from 46.1 µM), without a hit: top-dose activation, actives largely listed as activators; beta-arrestin recruitment to beta2AR, cell-based reporter; AID 492947; P07550; 330,000 tested, 0.02% active;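 note: potency is the fitted concentration of half-maximal effect; 0% = DMSO controls and full agonism = EC100 isoproterenol or metaproterenol; nearly all actives have a fitted effect of over 65% in size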
PKM2 activator – PKM2 (human) enzyme activation; P14618; purified PKM2, Kinase-Glo ATP luminescence, activation; response scale: 0% is enzyme alone, no compound; Potency, µM (series often up to 57.5 µM), inactives show at the highest dose activation, most hits filed as activators; 260,000 tested, 0.34% active; AID 1631; note: potency is the fitted concentration of half-maximal effect; % is set by controls: 0 for no effect and ±100 for the full control effect; nearly all actives have a fitted effect of over 55% in size
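Kinase-Glo luminescence reports ATP generated from ADP (0.1 mM) and PEP (0.5 mM) by purified hPK-M2 after 1 h at room temperature, pH 7.2 imidazole buffer; intermediate enzyme activity allows detecting inhibitors and activators.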
An asterisk follows results filed as active; ? = inconclusive; / = no result given; & = joins results of further samples; [ ] = dose if it differs, or a comment. Unless noted, calls come from the whole dose curve; as a rule, active = well fitted curve in the direction sought with a large enough effect; inconclusive = small, poorly fitted or top-dose-only effect, or another doubt; inactive = no such curve, though single readings can be large; an effect the other way counts as inactive or inconclusive. An excerpt. The share of hits here may be higher or lower than overall.

SMILES	USP2a block	hERG WT inh	MLL CXXC-DNA inh	TRPV1 agonist	Menin MLL FP TR	KCNH2 3.1 block	Coupling enz	GALK inhibitor	Giardia killer	B2AR arrestin	PKM2 activator
CCOc1ccccc1NC(=S)NCCc1ccc(F)cc1	2.0%	-4.5	60.4%[activator]	?	14.2%	-0.4	-0.6	1.8%	-0.3	0.2%	-32.0%
COc1ccc2nc(SCC(=O)NCc3ccc4c(c3)OCO4)[nH]c2c1	1.4%	3.7	12.4%	18.6	-1.2%	-0.1	0.5	1.6%	-16.4	-0.7%	23.2%
O=c1[nH]cnc(O)c1C(c1ccc(Br)cc1)c1c(O)nc[nH]c1=O	7.4%	-14.5	1.6%	/	/	-2.0	5.9	-0.3%	?	-0.1%	0.6%
COc1cc(S(=O)(=O)N2CCCC2)c(C)cc1C	-0.8%	-3.2	5.3%	13.3	-2.9%	6.7	-3.1	6.5%	-6.2	-0.3%	0.3%
O=c1cc(O)c2c(=O)n(-c3ccccc3)c3ccccc3c2o1	2.1%	3.6	6.2%	-4.0	21.8%	1.4	-0.2	-3.8%	-7.0	-0.6%	-7.9%
CCCCCOc1ccc(NC(=O)CCCC(=O)O)cc1	3.0%	3.0	6.4%	4.3	3.7%	4.5	11.1	0.8%	20.4	-0.1%	-4.1%
CC(C)CN(C(=O)CN1CCN(c2ccc(F)cc2)CC1)c1c(N)n(CC(C)C)c(=O)[nH]c1=O	-0.3%	-2.4	-3.7%	-3.3	6.2%	11.0	-0.7	-1.3%	1.1	0.1%	-8.1%
Cc1cccc(OCc2nnc(SCC(=O)c3c(N)n(C4CC4)c(=O)[nH]c3=O)o2)c1	2.8%	6.0	/	-2.4	/	1.4	/	/	3.4	0.2%	/
OCC1(Cc2ccccc2)CCCN(C2CCCC2)C1 (stereo not given)	1.4%	5.4	-1.2%	1.7	3.6%	0.1	1.3	3.3%	-2.4	-1.4%	2.2%
Cc1nc(N)sc1N=Nc1ccc(Br)cc1	0.1%	11.0	5.6%	2.9	?	-8.5	-1.8	-0.9%	9.7	0.2%	-11.8%
Cc1nnc(SC(C)C(=O)NC2CCCCC2)s1 (stereo not given)	1.5%	-1.6	/	-1.1	/	-12.4	/	/	7.7	0.2%	/
C/C(=N\Nc1ccccc1Cl)c1ccc(-n2ccnc2)cc1	-6.0%	-18.1	5.0%	0.5	1.1%	-3.3	-0.4	-4.4%	-22.2	0.0%	-2.6%
CC(=O)c1nc(N2C(=O)C3CC=C(C)CC3C2=O)sc1C (stereo not given)	-0.6%	11.4	-1.6%	3.7	-4.6%	-7.2	1.6	0.3%	9.7	-0.3%	-4.4%
Cc1nc2ccccc2n1C1CC(=O)N(Cc2ccccc2)C1=O (stereo not given)	-0.1%	-5.6	-8.9%	-3.3	7.6%	-8.0	2.2	2.6%	-3.9	0.1%	0.7%
CCCOC1CCCN(C(=O)c2cc(COc3c(F)cccc3F)on2)C1 (stereo not given)	-0.5%	-5.3	0.7%	26.8	/	-4.7	/	6.3%	-4.0	-0.5%	-17.7%
CCS(=O)(=O)N1Cc2ccccc2CC1C(=O)Nc1cccc(OC)c1 (stereo not given)	-1.0%	-9.8	2.5%	-7.2	-10.8%	7.5	0.6	4.6%	0.3	-0.4%	/
CC(C)CCN(C(=O)CNC(=O)c1cccs1)C(C(=O)NC1CCCC1)c1ccncc1 (stereo not given)	2.9%	-2.1	-27.3%	-1.7	1.1%	-7.5	1.4	9.7%	-10.0	-0.2%	/
COc1cccc(NC(=O)CSCc2cc(=O)n3ccsc3n2)c1	1.5%	7.5	49.2%[activator]	-0.3	6.4%	12.3	0.9	0.5%	-2.9	0.4%	0.0%
CCOC(=O)c1ccc(NC(=O)CNNC(=O)COc2ccccc2C)cc1	7.1%	2.6	/	/	/	13.6	/	/	-16.4	-0.2%	/
Cc1ccc(C)c(NC(=O)CSc2ccc(-c3ccco3)nn2)c1	4.5%	0.1	21.6%	-1.8	?	-2.2	2.4	0.9%	13.2	-0.6%	3.0%
COc1ccc(OC)c(CCNC(=O)c2ccc(NC3=NC4CS(=O)(=O)CC4S3)cc2)c1 (stereo not given)	-0.5%	-1.9	/	13.3	-9.9%	-10.0	1.7	/	31.0[activator]	-0.9%	-0.3%
COC(=O)c1ccc(S(=O)(=O)NCCc2ccccc2OC)n1C	-1.2%	-1.1	2.0%	10.7	/	-0.7	-0.6	5.2%	-6.0	-0.1%	-0.7%
CC(=O)Nc1ccccc1C(=O)C(=O)O	7.2%	0.6	-3.1%	/	-1.0%	-4.5	1.6&2.4	1.0%	-17.4	0.4%	1.3%
Cc1nc(N2CCN(c3ccccc3)CC2)nc2c1C(=O)CC(c1ccccc1)C2 (stereo not given)	0.5%	22.1	-6.3%	-1.2	-1.7%	-16.3	-0.8	4.2%	-0.6	-1.0%	-2.5%
O=C(Nc1ccc(S(=O)(=O)N2CCCCC2)cc1)C1CC(=O)N(c2ccc(F)cc2)C1 (stereo not given)	-0.2%	16.3	8.2%	0.1	4.1%	5.6	-2.2	-2.2%	6.0	0.0%	/
Additional compounds follow.
SMILES	USP2a block	hERG WT inh	MLL CXXC-DNA inh	TRPV1 agonist	Menin MLL FP TR	KCNH2 3.1 block	Coupling enz	GALK inhibitor	Giardia killer	B2AR arrestin	PKM2 activator
CCCS(=O)(=O)Nc1ccc(-c2cn3c(n2)SCC3)cc1	2.6%	10.4	7.8%	1.5	18.1%	17.2	-1.0	3.6%	0.6	0.1%	/
CCOC(=O)N1CCN(C(=O)c2c[nH]c3ccc(S(=O)(=O)N(C)c4ccc(F)cc4)cc3c2=O)CC1	0.9%	-13.4	10.5%	1.5	/	-15.1	/	3.6%	-8.5	0.4%	/
Cc1cc(SCC(=O)N/N=C/c2ccc(O)cc2O)c(C)cc1Br	0.2%	-3.3	-4.6%	?	9.3%	-16.8	1.5	-0.1%	12.5	-1.5%	-0.9%
C[n+]1cn(/N=C/c2ccccc2)c2ccccc21	5.3%	-3.6	-8.1%	16.3	2.6%	5.1	3.1	/	38.0[activator]	-1.9%	-26.1%
CC(C)CN1CC(COCc2ccccc2)Oc2ccccc2S1(=O)=O (stereo not given)	-5.0%	2.9	/	/	/	-1.7	/	/	5.6	-0.1%	/
O=C(COc1ccc(Cl)cc1Cl)N/N=C/c1ccccn1	-5.2%	-7.8	24.0%	-3.5	/	-20.1	/	-0.8%	7.5	0.0%	-1.7%
Cc1noc(C)c1C(=O)N1CCC(Cc2ccccc2)CC1	1.0%	8.9	4.3%	3.8	-1.5%	-13.2	1.7	0.2%	1.9	0.1%	-0.1%
CC1CC(C)CN(CC(=O)NNC(=O)COc2ccc(Cl)cc2)C1 (stereo not given)	1.4%	-19.0	/	0.9	/	12.1	/	/	0.4	0.4%	/
COc1ccc(-c2nc(CSCC(=O)N3CCc4ccccc4C3)c(C)o2)cc1OC	1.3%	5.1	-7.8%	3.7	-25.7%	6.3	-5.2	2.6%	1.2	-0.1%	12.3%
CCOc1ccc(S(=O)(=O)Nc2ccccc2C(=O)NCc2ccco2)cc1	-1.4%	-5.0	-7.1%	-3.4	?	-7.5	0.4	0.6%	0.4	0.1%	-9.4%
Cc1ccc(C)c(NC(=O)NCc2ccccn2)c1	0.4%	-6.7	0.5%	-8.9	-0.5%	0.0	-8.2	3.6%	-1.9	-0.1%	-1.3%
O=C(c1ccco1)N1CCN(C(=O)c2cc3ccccc3oc2=O)CC1	-3.5%	11.4	1.1%	-0.6	/	-16.0	/	0.4%	2.4	0.0%	3.7%
Cc1ccc2nc3c(cc2c1)c(NC(=O)c1ccco1)nn3CC(C)C	2.3%	-2.0	-4.0%	?	/	14.3	-0.8	-5.9%	7.8	-0.3%	-1.2%
CCOC(=O)c1cc2ccccc2n1CCN(CC)CC	-0.2%	12.0	12.7%	7.2	-19.9%	-19.4	-0.2	-3.3%	14.9	-0.2%	-4.1%
O=S(=O)(c1cccc(F)c1)N1CCCN(c2ccc(C(F)(F)F)cn2)CC1	-4.1%	-0.5	-12.0%	?	/	-15.7	0.1	4.7%	-1.8	-0.5%	-2.8%
COc1ccc(NC(=O)C2CCCN2C(=O)OC(C)(C)C)cc1 (stereo not given)	8.4%	4.8	3.1%	-0.4	19.5%	3.7	0.1	6.1%	2.9	-0.4%	-0.9%
O=C(OCn1nnc2ccccc2c1=O)C1=COCCO1	-0.3%	-5.3	47.4%[activator]	1.4	4.8%	-3.3	3.6	5.4%	-12.0	0.0%	1.4%
